# Compound activity: PubChem, National Center for Advancing Translational Sciences (NCATS)
# RXFP1 antagonist: antagonists of human relaxin receptor RXFP1 | AID 1259400 | activity change, negative = inhibition, % at 57.5 µM | 0.59% of 350,000 active | HEK293-RXFP1, relaxin-stimulated cAMP HTRF, 30 min; hits give low values | Q9HBX9;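 active means activity change of -60% or lower, but not beyond a set lower limit; inconclusive means change between -60% and -40%, or beyond the set limit; inactive means change above -40%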; further: on the % scale 0 is the no-effect control and ±100 the full control effect
# Target sequence (Q9HBX9 whole entry, looked up): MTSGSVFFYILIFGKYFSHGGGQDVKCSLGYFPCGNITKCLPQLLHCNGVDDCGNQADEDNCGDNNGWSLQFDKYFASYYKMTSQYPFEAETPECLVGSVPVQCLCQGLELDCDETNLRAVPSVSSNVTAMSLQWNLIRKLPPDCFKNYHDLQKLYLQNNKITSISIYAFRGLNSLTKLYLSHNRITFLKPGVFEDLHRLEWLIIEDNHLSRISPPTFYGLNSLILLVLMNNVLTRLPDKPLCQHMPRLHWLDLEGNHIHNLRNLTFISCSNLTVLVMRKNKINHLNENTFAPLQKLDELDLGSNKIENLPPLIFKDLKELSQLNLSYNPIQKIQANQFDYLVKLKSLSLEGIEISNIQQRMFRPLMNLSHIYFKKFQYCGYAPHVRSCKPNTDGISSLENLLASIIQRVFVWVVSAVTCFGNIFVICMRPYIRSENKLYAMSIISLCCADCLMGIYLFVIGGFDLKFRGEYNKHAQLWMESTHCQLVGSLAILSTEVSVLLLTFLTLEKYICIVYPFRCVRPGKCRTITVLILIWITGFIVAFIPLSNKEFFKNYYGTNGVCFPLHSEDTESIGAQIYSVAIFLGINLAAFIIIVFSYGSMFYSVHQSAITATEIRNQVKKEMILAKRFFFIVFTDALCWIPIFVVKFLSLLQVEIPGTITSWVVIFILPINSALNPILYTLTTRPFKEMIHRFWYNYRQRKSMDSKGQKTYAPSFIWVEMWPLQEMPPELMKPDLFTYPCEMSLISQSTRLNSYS
# Vif-APOBEC3G blk: Vif-A3G binding inhibition; Potency, µM (series often up to 46.1 µM), for inactives: top-dose activity, negative = active, hits mostly inhibitors; HeLa A3G-eYFP + Vif (tagged APOBEC3G with the HIV-1 protein that degrades it), YFP fluorescence, overnight; Q9HC16; 0.076% of 410,000 active;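 further: potency means the concentration at half of the fitted maximal effect; on the % scale 0 is the no-effect control and ±100 the full control effect; nearly all actives have a fitted effect of over 60% in size; hits raise eYFP signal because A3G escapes Vif-driven loss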
#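 HeLa cells stably expressing Vif and C-terminally eYFP-tagged A3G, seeded overnight at 37 deg C, then exposed to compound by pintool overnight at 37 deg C. Rise in yellow fluorescence (Ex 488/Em 500-530, Acumen) marks blocked Vif-driven A3G degradation.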
# GRP78 ERSR act: induces the endoplasmic reticulum stress response in human glioma cells. U87-MG GRP78 promoter luciferase reporter, 16 h. AID 602332. Potency, µM, for inactives: at the top dose activation, usual class: activators. 0.02% of 420,000 active; further: potency means the concentration at half of the fitted maximal effect; series mostly up to about 76 µM; % of control where 0% means no effect; nearly all actives have a fitted effect of over 35% in size
#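 Stably transfected U87-MG glioma cells carrying a GRP78-based luciferase sensor; 16 h compound incubation. Luminescence end-point read 10 min after Bright-Glo addition at room temperature.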
# D1 antag: antagonists of human D1 dopamine receptor; P21728; HEK293 TREx D1 cells, calcium flux, dopamine EC80; hits give low values; activity change, negative = inhibition, % at 10 µM; 3.2% of 360,000 active; in the data active means activity change below about -30%; further: on the % scale 0 is the no-effect control and ±100 the full control effect
#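 After overnight tetracycline induction at 30 C, force-coupled D1 HEK293 cells took up a no-wash calcium dye at room temperature. Compounds were added and monitored 180 s, and the response to EC80 dopamine was then recorded.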
# D1 potentiator: enhances dopamine response at the human D1 receptor; P21728; AID 504651; HEK293 TREx D1 cells, calcium flux, dopamine EC20 potentiation; potentiation, % at 10 µM; 0.036% of 360,000 active; in the data active means potentiation above about 30%; further: 0% is about no effect
# Vif-APOBEC3F blk: blocks the Vif interaction with APOBEC3F | Potency, µM (highest dose often 46.1 µM), for inactives: at the top dose activity, negative = active | HeLa A3F-eYFP + Vif (tagged APOBEC3F with the HIV-1 protein that degrades it), YFP fluorescence increase | 0.2% of 390,000 active; further: potency means the concentration at half of the fitted maximal effect; % of control where 0% means no effect; nearly all actives have a fitted effect of over 65% in size
#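 HeLa cells stably expressing Vif plus C-terminally eYFP-tagged A3F were seeded, incubated overnight at 37 deg C, dosed with compound, incubated overnight again at 37 deg C. Yellow fluorescence (Ex 488/Em 500-530) reported blocked Vif-mediated A3F-eYFP degradation.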
# RXFP1 ag: agonists of human relaxin receptor RXFP1. Q9HBX9. AID 2676. HEK293T-RXFP1 cAMP TR-FRET, 30 min; response scale: percent of porcine relaxin response, buffer zero. Potency, µM (doses to about 57.5 µM), for the others: at the top dose activation, most hits filed as activators. 0.3% of 370,000 active; further: potency means the concentration at half of the fitted maximal effect; on the % scale 0 is the no-effect control and ±100 the full control effect; nearly all actives have a fitted effect of over 60% in size; many of its hits are not listed in these tables
#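 HEK293 cells stably expressing RXFP1, treated 30 min at 37C with compounds plus PDE4 inhibitor Ro 20174; cAMP measured by HTRF TR-FRET. Normalized to buffer and 29 nM porcine relaxin; EC50 by Hill fit.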
# D1 agonist: agonists of human D1 dopamine receptor | P21728 | HEK293 T-REx D1 cells, calcium flux, agonist mode | activation, % at 2 µM | 1% of 360,000 active | AID 504660; in the data active means activation above about 30%; further: 0% is about no effect
#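 Agonism was scored from calcium flux recorded over 180 s (1 read/s) after pintool compound addition, following a 10-cycle baseline. Cells were inducible force-coupled HEK293 TREx D1, plated overnight at 30 C and loaded with no-wash calcium dye.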
# D2 potentiator: positive allosteric modulators of human D2 dopamine receptor; HEK293 T-REx D2, calcium flux, EC20 dopamine potentiation; potentiation, % at 10 µM; 0.34% of 340,000 active;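 active means potentiation over 3 SD above the plate norm, cut at about 30% in these data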; further: 0% is about no effect
#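 Tetracycline-induced HEK293 T-REx cells force-coupled to calcium signalling expressed D2; compounds were pin-added after a 10 s baseline, read kinetically 180 s, then an EC20 dopamine challenge followed with a further 180 s calcium read.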
# Starred values were filed as active, the others as inactive; ? = inconclusive; · = no result given; & = joins results of further samples. Unless noted, the call rests on the fitted dose curve; in most records, active means well fitted curve in the direction sought with a large enough effect; inconclusive means small, poorly fitted or top-dose-only effect, or another doubt; inactive means no such curve, though single readings can be large; an effect the other way counts as inactive or inconclusive. Only part of the results is shown, so the mix of outcomes need not match the whole.
SMILES,RXFP1 antagonist,Vif-APOBEC3G blk,GRP78 ERSR act,D1 antag,D1 potentiator,Vif-APOBEC3F blk,RXFP1 ag,D1 agonist,D2 potentiator
CN(C)c1ccc(/C=N/NC(=O)c2cc(=O)[nH]c3ccccc23)cc1,0,2%,-4%,1,-2,-4%,-1.8%,0,3
Cc1ccc(-c2nc(CCNC(=O)C(=O)Nc3ccc(C)c(C)c3)cs2)cc1,10,4%,-2%,-22,-3,-4%,0.8%,1,-1
Cc1ccc(-n2nc(C(=O)N3CCN(c4ccccc4F)CC3)c(=O)n(C)c2=O)cc1,-2,2%,0%,-3,2,2%,0.7%,-1,10
CC1Cn2cc(C(=O)Nc3cccc(C(F)(F)F)c3)c(=O)c3c(Cl)ccc(c32)O1 (centres undefined),1,4%,9%,4,-2,0%,4.0%,-1,-8
CC(C)Oc1ccc(CNS(=O)(=O)c2csc(C(N)=O)c2)cc1,-12,1%&6%,0%&5%,4&-18,-1&-4,-14%&6%,-0.3%&3.0%,2&1,1&10
CCOc1cc(C(=O)OCc2cc(=O)n3nc(CC)sc3n2)cc(OCC)c1OCC,·,7%,-3%,-8,3,2%,2.6%,0,-5
COc1ccc(C(=O)CC2(C(=O)O)CCCCC2)cc1,5,1%,-6%,2,2,2%,3.4%,2,-1
CCCC/C(O)=C/c1nc2ccccc2[nH]c1=O,-2,-6%,1%,-7,0,-4%,0.3%,4,0
O=C(CCCOc1ccc(Br)cc1)NCCc1ccc(OC(F)F)cc1,-14,1%,-2%,-5,-5,-2%,0.0%,4,-6
CCN1CCN(CCCNC(=O)c2ccc(NC(=O)C3=C(C)OCCS3)cc2)CC1,-2,4%,1%,-5,-2,1%,-3.4%,2,-4
CC(C)CCn1c(O)c(N=NC(=O)c2ccco2)c2ccccc21,-2,-3%,0%,5,-5,-8%,2.5%,0,-2
COc1ccc(OC)c(C(=O)NC2CCCc3c2cnn3-c2cc(C)cc(C)c2)c1 (centres undefined),2,-3%,-3%,·,·,5%,·,·,·
CCCC(=O)Nc1nnc(SCC(=O)NC2CC2)s1,-2,-2%,-1%,5,-2,5%,-0.3%,1,-8
CCOc1ccccc1-n1nnnc1SCC(=O)N(C)C1CCS(=O)(=O)C1 (centres undefined),0,2%,-4%,·,·,-4%,·,·,·
Cc1cc(C)cc(C(=O)N2CCN=C2SCc2ccc([N+](=O)[O-])cc2)c1,21,0%,-4%,0,3,-3%,-2.6%,-1,12
CCCC(=O)Nc1ccc(-c2ccc(NC(=O)CCC)cc2)cc1,7,1%,-2%,11,-3,-1%,-2.7%,1,1
CCOC(=O)c1cc(-c2ccccc2)n(CC(=O)Nc2ccc(OC)cc2OC)c1C,-1,2%,-3%,13,1,?,-2.4%,4,-17
Cc1cccc(N2C(=O)C(CC(=O)Nc3ccc(Cl)cc3)N(Cc3ccco3)C2=O)c1 (centres undefined),-7,-3%,-3%,-2,-1,-5%,0.8%,-1,-7
CCO/C(C)=N/n1c2nc3ccccc3nc2c2c(=O)n(CC(C)C)c(C)nc21,1,0%,-2%,13,-3,1%,0.3%,-2,-3
COc1ccccc1OCCNC(=O)c1cc([N+](=O)[O-])cc([N+](=O)[O-])c1,-9,-2%,-4%,2,5,3%,1.1%,4,3

# The closing 3 records of the section above open the next one:
SMILES,RXFP1 antagonist,Vif-APOBEC3G blk,GRP78 ERSR act,D1 antag,D1 potentiator,Vif-APOBEC3F blk,RXFP1 ag,D1 agonist,D2 potentiator
Cc1cccc(N2C(=O)C(CC(=O)Nc3ccc(Cl)cc3)N(Cc3ccco3)C2=O)c1 (centres undefined),-7,-3%,-3%,-2,-1,-5%,0.8%,-1,-7
CCO/C(C)=N/n1c2nc3ccccc3nc2c2c(=O)n(CC(C)C)c(C)nc21,1,0%,-2%,13,-3,1%,0.3%,-2,-3
COc1ccccc1OCCNC(=O)c1cc([N+](=O)[O-])cc([N+](=O)[O-])c1,-9,-2%,-4%,2,5,3%,1.1%,4,3
O=C(N/N=C/c1ccc([N+](=O)[O-])cc1)c1cccc2cc[nH]c12,-3,0%,-1%,-22,-2,-3%,-0.8%,5,10
Cc1ccc(C(=O)n2nnc3ccccc32)cc1[N+](=O)[O-],8,1%,-6%,-6,0,3%,-0.2%,2,10
COc1ccccc1NS(=O)(=O)c1cc(NC(=O)Nc2ccccc2)ccc1N1CCCCC1,-6,0%,-4%,-6,0,-9%,3.7%,2,10
CCCCNC(=O)N1CCCC(N(C)CCc2ccc(OC)c(OC)c2)C1 (centres undefined),7,-3%,-1%,20,-5,-7%,3.5%,-2,-15
Cc1[nH]c2ccccc2c1Cc1nnc(SCC(N)=O)o1,-14,-4%,-2%,-9,9,-3%,0.9%,-1,-4
COc1ccc(NCc2cc3cc4c(cc3n(CC(=O)Nc3cc(C)cc(C)c3)c2=O)OCO4)cc1,·,-3%,-2%,9,-2,0%,-1.7%,12,·
CCn1cc(/C=C(\NC(=O)c2ccc(OC)c(OC)c2)C(=O)NCCCO)c2ccccc21,-1,-2%,-3%,-8,0,-1%,-0.6%,1,·
CC(C)(C)OC(=O)N1CCC[C@H]1C(=O)N/N=C/c1cccc2cccnc12,-1,0%,-4%,7,2,-1%,-0.4%,2,7
CCS(=O)CCSc1nc2ccccc2s1 (centres undefined),-11,-5%,-3%,-22,-2,1%,3.3%,3,-5
CCN(CCNc1ccc(Cl)cc1[N+](=O)[O-])C(=O)c1cc([N+](=O)[O-])c(N(C)C)cc1OC,26,6%,-3%,-80*,-7,-1%,0.4%,3,-8
CCOc1ccc(S(=O)(=O)NCCc2csc3nc(-c4ccc(F)cc4)nn23)cc1,-29,2%,-4%,·,-4,-10%,-0.1%,4,-7
CC(C)Oc1ccc(C(CC(=O)O)NC(=O)Cc2ccc(Cl)cc2)cc1 (centres undefined),-2,5%,-8%,8,-4,?,4.7%,1,-2
Cc1ccc(N(C(=O)c2snc(C(N)=O)c2N)C(C(=O)NC2CCCC2)c2ccncc2)cc1 (centres undefined),8,-9%,8%,-4,2,-5%,-1.1%,0,-21
COc1ccc(-n2c(SCC(=O)Nc3sc4c(c3C#N)CCCC4)nnc2-c2ccc(O)cc2)cc1,-1,0%,0%,-3,8,-5%,-2.1%,-3,-6
CCN(C(=O)c1cc2c(=O)n3ccccc3nc2n1C)C1CCCCC1,24,1%,2%,8,-4,-21%,24%,0,-10
CC(Oc1ccccc1)C(=O)NN1Cc2ccccc2C1=N (centres undefined),-1,-1%,-1%,3,3,8%,-1.2%,0,2
CNC(=O)c1ccccc1NC(=O)C1CC(=O)N(C(C)C)C1 (centres undefined),-2,-1%,-1%,9,-1,4%,1.3%,0,12
O=C(CCn1c(=O)oc2ccccc21)Nc1ccccc1,-10,1%,0%,-23,7,3%,0.0%,1,-2
CCC(C)(C)NC(=O)C(c1cccc(OC)c1)N(C(=O)CNC(=O)c1cccs1)c1cccnc1 (centres undefined),-7,1%,-2%,6,-2,-6%,0.4%,-1,·
O=C(Nc1sc2c(c1C(=O)NCC1CCCO1)CCC2)c1cc(=O)c2ccccc2o1 (centres undefined),-11,-8%,-2%,1,12,4%,-0.1%,-2,0
O=C(N/N=C/C=C/c1ccccc1)c1cccs1,3,1%,3%,-7,0,-9%,4.4%,3,-8
O=C(N/N=C\c1ccc(O)c([N+](=O)[O-])c1)C1COc2ccccc2O1 (centres undefined),-2,-15%,-4%,-4,3,5%,-2.3%,1,-3
CCc1nnc(NC(=O)CSc2nnc(-c3ccccc3O)o2)s1,1,2%,1%,7,-3,-1%,-1.4%,4,16
O=C(NCc1cccnc1)c1cc2nc(-c3ccc4c(c3)OCO4)cc(C(F)(F)F)n2n1,7,-3%,-3%,-9,2,7%,1.6%,0,2
CC(C)n1c(O)c(N=NC(=O)CNC(=O)CCc2ccccc2)c2ccccc21,-2,0%,-5%,0,-8,-20%,3.4%,2,-26
CC(=O)N1CCC2(CC1)CC(=O)c1cc(OCC(=O)NCc3ccco3)ccc1O2,15,1%,-4%,11,-1,0%,0.1%,-1,0
Cn1cc(S(=O)(=O)NCCc2ccccc2)c(=O)n(C)c1=O,-2,4%,-4%,9,-5,-2%,0.1%,1,13
N=c1c(C(=O)NC2CCCC2)cc2c(=O)n3ccccc3nc2n1C1CCCCC1,-1,1%,-2%,7,-3,?,15%,1,4
CCN(Cc1ccccc1)C(=O)c1c(-c2ccccc2Cl)noc1C,0,1%,-5%,-10,0,15%,-0.1%,0,-3
COc1ccc(/C(N)=N/OC(=O)c2ccc3ccccc3c2)cc1OC,-8,0%,2%,·,·,0%,·,·,·
CN(c1ccc(C(=O)NCCc2ccccc2)cc1)S(C)(=O)=O,10,1%,-8%,1,-1,-4%,0.5%,2,-6
O=C(COc1ccccc1)NCC(=O)N1CCCC(C(F)(F)F)C1 (centres undefined),-4,1%,-2%,·,·,0%,·,·,·
COc1ccccc1N1CCN(C(=O)CSc2nnc(NC(=O)c3ccco3)s2)CC1,-13,-8%,0%,7,-7,-1%,-0.3%,1,-2
CN(C)n1cccc1/C=C(\C#N)S(=O)(=O)c1cccc(Cl)c1,-21,4%,-3%,-35*,-8,0%,-3.8%,6,-8
O=c1[nH]n(CCO)c(=O)c2cccnc12,17,0%,-4%,-18,3,3%,3.8%,1,5
CCN(CC)S(=O)(=O)c1ccc(NC2c3ccccc3C(=O)N2CCN2CCOCC2)cc1 (centres undefined),-14,2%,-4%,-4,-6,-5%,0.1%,-3,8
COC(=O)c1cccc(NC(=O)CSc2nc(C)cc(=O)[nH]2)c1,-9,0%,-3%,-3,-10,-8%,-0.8%,1,7
CC1(C)C(=O)C2(CCCCC2)C(=O)OC1C(=O)c1ccccc1 (centres undefined),13,-1%,-5%,-4,-4,-6%,2.6%,1,-3
CCNC(=S)NNC(=O)c1ccncc1,-2,-6%,-1%,-8,-3,-1%,-1.1%,1,-5
CCCCOCCO,-17,6%,-3%,·,·,-19%,·,·,·
CCOC(=O)C1CCCN(C(=O)c2c(C)nn(-c3ccc(F)cc3)c2-n2cccc2)C1 (centres undefined),·,-2%,-2%,7,1,3%,-0.2%,0,-7
